Screening results from PubChem.
H37Rv inhibition: M. tuberculosis growth inhibition, HTS (AID 449762) | 0.59% of 330,000 active | M. tuberculosis H37Rv growth inhibition, 7H9 media; higher % means a stronger effect | inhibition, % at 25 µM, or IC50 in µM where a hit was titrated; in the data active means a potency from the dose series; inconclusive means inhibition above about 70% without an active follow-up result;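 further: bacterial growth assessed after seven days of incubation; strong numbers were not always called active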
tuberculosis growth: growth inhibition of non-replicating M. tuberculosis (AID 488890) | inhibition, % at 25 µM; hits with a dose series show IC50 in µM | Mycobacterium tuberculosis non-replicating, growth inhibition; higher % means a stronger effect | 0.39% of 320,000 active; in the data active means a potency from the dose series; inconclusive means inhibition mostly from about 82% at the one dose, without a potency; inactive means the rest, 99 in 100 with inhibition below about 76%;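 further: plate controls were DMSO cells for no effect and high antibiotic wells for full effect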
inhibitors of VEEV: inhibitors of VEEV TC-83 cytopathic effect, confirmation, Vero cells (AID 588727). inhibition, % at 20 µM, or IC50 in µM where a hit was titrated. Vero cells, VEEV TC-83 cytopathic effect inhibition; higher % means a stronger effect. 0.13% of 350,000 active; in the data active means a potency from the dose series; inconclusive means inhibition mostly from about 14% at the one dose, without a potency; inactive means the rest, 99 in 100 with inhibition below about 12%; further: strong numbers were not always called active
H1N1 NS1A inhibition: H1N1 influenza NS1A inhibitors, functional cell based assay (AID 504329) | inhibition, % at 12.5 µM, or IC50 in µM where a hit was titrated | 0.3% of 340,000 active | NS1A functional cell-based assay, percent inhibition; higher % means a stronger effect; in the data active means a potency from the dose series; inconclusive means inhibition above about 27% without an active follow-up result; further: strong numbers were not always called active
Salmonella PhoP GFP: PhoP regulon inhibitors, Salmonella typhi PhoP promoter GFP reporter, confirmatory (AID 1850). Salmonella Typhi PhoP-promoter GFP reporter, fluorescence, 4 h; higher % means a stronger effect. 0.33% of 310,000 active. one-dose inhibition, % at 50 µM; IC50 in µM for titrated hits; in the data active means a potency from the dose series; inconclusive means inhibition mostly from about 25% at the one dose, without a potency; inactive means the rest, 99 in 100 with inhibition below about 19%;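 further: 0% = induced wells with vehicle and 100% = uninduced wells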
inhibitors of VEEV 10K pilot screen: recorded beside inhibitors of VEEV, whose call it bears; inhibition, %; measured here: 10K pilot screen inhibition
* marks the source's active call; other numbers are inactive results; i = inactive; ? = inconclusive; / = no result given.

SMILES	H37Rv inhibition	tuberculosis growth	inhibitors of VEEV	H1N1 NS1A inhibition	Salmonella PhoP GFP	others
Cc1cccc(N=C2NC(=O)/C(=C\c3cccs3)S2)c1	48%	20%	6.4%	-3%	-5%
COc1ccc(C(CC(=O)O)NC(=O)Nc2ccccc2)cc1OC (stereo not drawn)	-4%	-5%	1.0%	0%	-8%
Cc1c(C(=O)N2CCCCC2)oc2ccc(Br)cc12	22%	20%	5.8%	-6%	-6%
CC(C)(C)NC(=O)[C@H]1CC[C@H]2[C@@H]3CC[C@H]4NC(=O)C=C[C@]4(C)[C@H]3CC[C@]12C	-6%	21%	i	2%	-13%
COc1ccc(N(Cc2ccccc2)C(=O)CSc2nnc(Cn3nnc4ccccc43)o2)cc1	-2%	10%	7.3%	9%	0%
CC(=O)Nc1ccc(-c2nnc(SCc3c(C)cc(C)cc3C)n2C)cc1	69%	28%	0.7%	-13%	-1%
CCN(Cc1ccccc1)C(=O)C1CCN(Cc2ccc(OC)c(OC)c2OC)CC1	6%	23%	0.7%	0%	-7%	inhibitors of VEEV 10K pilot screen=0.2
C=COCCNC(=O)C(=O)NCC(C)C	-3%	-4%	0.9%	6%	3%
OC(COc1ccc(Cl)cc1Cl)CN1CCc2ccccc2C1 (stereo not drawn)	10%	53%	3.3%	4%	-4%
Clc1ccc(OCc2nnnn2-c2ccccc2)cc1	14%	47%	0.8%	-5%	1%
CC(=O)NCCn1c(C)cc2ccccc21	1%	14%	0.1%	-3%	0%
CCOc1ccc(OCC)c(NC(=O)C2CCN(c3ncccn3)CC2)c1	4%	4%	2.8%	6%	1%
Cc1cc(C)n(CCC(=O)N2c3ccccc3CC2C)n1 (stereo not drawn)	-5%	1%	0.1%	-3%	-9%
O=C(CN1C(=O)c2cccc3cccc1c23)Nc1ccc2c(c1)OCO2	0%	-13%	0.9%	-3%	-3%
CN(C)c1nc(Nc2ccc(Cl)c(Cl)c2)nc(N(C)C)n1	1%	-7%	0.7%	-15%	-4%
O=C(CSc1nnc(Nc2ccccc2F)s1)NC(=O)CN1CCCC1=O	-11%	0%	1.0%	-17%	/
CCOC(=O)N1CCN(c2cc(=O)n(C3CCCCC3)c(=O)[nH]2)CC1	-1%	18%	0.7%	-13%	-1%
COc1ccc2c(c1OC)CN(C)CCc1cc3c(cc1C(=O)C2)OCO3	3%	1%	0.6%	-4%	5%
CCCCn1c(SCc2nc3ccccc3s2)nc2cc(S(N)(=O)=O)ccc21	1%	22%	i	1%	-12%
CCCC(=O)N(c1ccc(OCC)cc1)S(=O)(=O)c1ccc2c3c(cccc13)C(=O)N2C	0%	-2%	5.3%	0%	-5%
O=C(N/N=C/c1cccs1)c1cc(-c2ccc(Cl)s2)[nH]n1	4%	42%	1.1%	-4%	8%
CCOc1ccc(NC(=O)CN(C)C(=O)c2ccc3[nH]c4c(c3c2)CC(C)CC4)cc1OCC (stereo not drawn)	-9%	23%	9.7%	6%	8%
COc1ccc(-n2c(N)c(C#N)c3ccc([N+](=O)[O-])cc3c2=O)cc1	7%	-2%	1.3%	5%	-3%
CCCCN1C(=O)C(=O)N(CC(=O)N2CCN(c3ccccc3)CC2)C1=O	-6%	-8%	1.8%	-4%	3%
Cc1ccccc1NC(=O)Cn1cnc2c(oc3nc4c(cc32)CCCC4)c1=O	1%	4%	4.3%	1%	1%
Cc1ccc(CNC(=O)C2CC(c3cccc(F)c3)=NO2)cc1 (stereo not drawn)	8%	57%	0.3%	-3%	2%
O=C(NC1CCCCC1)C(=O)c1c[nH]c2ccccc12	-13%	0%	0.7%	5%	0%
CCC(=O)N1CCc2cc(Br)cc(S(=O)(=O)CC(=O)OC)c21	-2%	-7%	0.6%	-4%	5%
CCOc1ccc(NC(=O)CN2CCN(CC(=O)Nc3ccc(C(N)=O)cc3)CC2)cc1	4%	2%	6.2%	-19%	6%
Cc1ccc(S(=O)(=O)Nc2cccc(Cl)c2)cc1NC(=O)c1cccnc1	-3%	0%	5.1%	11%	4%
COc1ccc(OCCCCc2c(C)n[nH]c2C)cc1	5%	/	1.8%	-2%	0%
COc1cc(OC)cc(C(=O)NNC(=O)C(CCC(N)=O)NS(=O)(=O)c2ccc(Cl)cc2)c1 (stereo not drawn)	/	/	0.8%	-7%	/
Cc1c(OCC(=O)N2CCN(c3ccccc3)CC2)ccc2c3c(c(=O)oc12)CCCC3	4%	-7%	2.4%	0%	7%
CC1CC1C(=O)OCC(=O)Nc1cc(S(=O)(=O)N2CCCCC2)ccc1Cl (stereo not drawn)	-5%	8%	3.5%	-10%	/
CC(C)N(c1ccccc1)c1ccc(NC(=O)COC(=O)CCN2C(=O)c3cccc([N+](=O)[O-])c3C2=O)cc1	0%	36%	i	-3%	-5%
Cc1ccccc1NC(=S)NC(NC(=O)CF)C(Cl)(Cl)Cl (stereo not drawn)	2%	7%	0.2%	-4%	-5%
O=[N+]([O-])c1cc(C(F)(F)F)cc([N+](=O)[O-])c1NCCNC(=S)Nc1cccc(F)c1	67%	31%	i	5%	-4%
COCc1cc(=O)n2[nH]cc(-c3ccsc3)c2n1	-1%	34%	i	-26%	-4%
Cc1ccc(NC(=O)CSc2ccccc2)cc1S(=O)(=O)N1CCCCC1	1%	10%	3.0%	-3%	/
COc1ccc(C2N(c3cc(Cl)ccc3OC)C(=O)C3CCCN32)cc1 (stereo not drawn)	-4%	16%	0.6%	4%	-6%

Quoted from above for reference:
SMILES	H37Rv inhibition	tuberculosis growth	inhibitors of VEEV	H1N1 NS1A inhibition	Salmonella PhoP GFP	others
CCCCN1C(=O)C(=O)N(CC(=O)N2CCN(c3ccccc3)CC2)C1=O	-6%	-8%	1.8%	-4%	3%
Cc1ccccc1NC(=O)Cn1cnc2c(oc3nc4c(cc32)CCCC4)c1=O	1%	4%	4.3%	1%	1%
Cc1ccc(CNC(=O)C2CC(c3cccc(F)c3)=NO2)cc1 (stereo not drawn)	8%	57%	0.3%	-3%	2%
O=C(NC1CCCCC1)C(=O)c1c[nH]c2ccccc12	-13%	0%	0.7%	5%	0%
CCC(=O)N1CCc2cc(Br)cc(S(=O)(=O)CC(=O)OC)c21	-2%	-7%	0.6%	-4%	5%
CCOc1ccc(NC(=O)CN2CCN(CC(=O)Nc3ccc(C(N)=O)cc3)CC2)cc1	4%	2%	6.2%	-19%	6%
Cc1ccc(S(=O)(=O)Nc2cccc(Cl)c2)cc1NC(=O)c1cccnc1	-3%	0%	5.1%	11%	4%
COc1ccc(OCCCCc2c(C)n[nH]c2C)cc1	5%	/	1.8%	-2%	0%
COc1cc(OC)cc(C(=O)NNC(=O)C(CCC(N)=O)NS(=O)(=O)c2ccc(Cl)cc2)c1 (stereo not drawn)	/	/	0.8%	-7%	/
Cc1c(OCC(=O)N2CCN(c3ccccc3)CC2)ccc2c3c(c(=O)oc12)CCCC3	4%	-7%	2.4%	0%	7%
CC1CC1C(=O)OCC(=O)Nc1cc(S(=O)(=O)N2CCCCC2)ccc1Cl (stereo not drawn)	-5%	8%	3.5%	-10%	/
CC(C)N(c1ccccc1)c1ccc(NC(=O)COC(=O)CCN2C(=O)c3cccc([N+](=O)[O-])c3C2=O)cc1	0%	36%	i	-3%	-5%
Cc1ccccc1NC(=S)NC(NC(=O)CF)C(Cl)(Cl)Cl (stereo not drawn)	2%	7%	0.2%	-4%	-5%
O=[N+]([O-])c1cc(C(F)(F)F)cc([N+](=O)[O-])c1NCCNC(=S)Nc1cccc(F)c1	67%	31%	i	5%	-4%
COCc1cc(=O)n2[nH]cc(-c3ccsc3)c2n1	-1%	34%	i	-26%	-4%
Cc1ccc(NC(=O)CSc2ccccc2)cc1S(=O)(=O)N1CCCCC1	1%	10%	3.0%	-3%	/
COc1ccc(C2N(c3cc(Cl)ccc3OC)C(=O)C3CCCN32)cc1 (stereo not drawn)	-4%	16%	0.6%	4%	-6%

(cont.)
SMILES	H37Rv inhibition	tuberculosis growth	inhibitors of VEEV	H1N1 NS1A inhibition	Salmonella PhoP GFP	others
Nc1ccc(CCc2ccccn2)cc1	/	/	4.8%	3%	/
COc1ccc(-c2n[nH]c(=S)n2-c2ccc(C)cc2C)cc1	2%	-18%	1.1%	-3%	6%
O=C1C2C(c3ccccc3)CC=CC2[C@H](c2ccoc2)N1Cc1ccccc1 (stereo partly drawn)	1%	26%	1.8%	6%	1%	inhibitors of VEEV 10K pilot screen=0.5
c1coc(CNc2ncnc3sc4c(c23)CCCCC4)c1	18%	29%	7.7%	-1%	-2%
CC(C)(C)NC(=O)NC(=O)COC(=O)c1ccc2c(c1)S(=O)(=O)N=C1CCCCCN12	8%	-9%	0.4%	3%	-6%
COc1ccccc1C(=O)N=C1SC2CS(=O)(=O)CC2N1c1ccccc1 (stereo not drawn)	0%	-2%	1.7%	2%	6%
COc1cc(CN(C)C(=O)C(=O)c2c[nH]c3ccccc23)ccc1O	/	/	0.9%	2%	/
Cc1ccc(CCNc2ccccc2)c[n+]1[O-]	0%	44%	0.3%	12%	-7%
CC1(C)CC(=O)C2=C(C1)OC(N)=C([N+](=O)[O-])C2c1cccs1 (stereo not drawn)	4%	78%	1.8%	-6%	-1%
Cc1nc2cc(O)ccc2n1C	-3%	-8%	4.8%	8%	1%
COc1ccccc1C(=O)N/C(=C/c1ccc2c(c1)OCO2)C(=O)Nc1cccc(C(=O)O)c1	-1%	21%	1.2%	0%	0%
CCOC(=O)Cn1nnnc1CN(Cc1cccs1)Cc1cc2cc(C)cc(C)c2[nH]c1=O	61%	78%	1.7%	9%	-1%
Cc1ccc(NC(=O)CSc2cccc3cccnc23)c(C)c1	0%	20%	0.4%	1%	4%
O=C(Nc1nnc(-c2cccnc2)o1)c1cccc([N+](=O)[O-])c1	?	?	/	/	9%
COC(=O)CCCC(=O)NC1CC(C)(C)Cc2c1cnn2-c1ccc(C)cc1 (stereo not drawn)	3%	-8%	0.1%	-28%	-3%
COc1ccccc1C1=NOC(C)(c2nnc(Cc3ccccc3)o2)C1 (stereo not drawn)	-2%	9%	1.2%	2%	-9%
O=c1cc(O)sc2ccccc12	4%	?	2.9%	1%	-7%
O=c1nc(-c2ccccc2)cc(-c2ccccc2)[nH]1	-9%	11%	6.5%	12%	-1%
Cc1nc(SCC(=O)NCc2ccco2)c2c3c(sc2n1)CCCC3	19%	-8%	6.2%	-2%	5%
Cc1nn(-c2ccccc2)c(Cl)c1C(=O)OC(C)C(=O)Nc1ccc2c(c1)OCO2 (stereo not drawn)	-4%	-2%	0.2%	10%	7%
CCC(=O)c1c(OCc2ccccc2)ccc2c(C)cc(=O)oc12	0%	2%	/	/	2%
Cc1cc(C)n(Cc2ccc(C(=O)Nc3ccc(Br)cc3C)o2)n1	2%	31%	0.3%	11%	-3%
O=C(Cc1ccc(F)cc1)Nc1nc(-c2ccc(F)c(F)c2)cs1	11%	77%	3.1%	-8%	-6%
O=C(O)c1ccccc1OCCN1CCCC1=O	-6%	-20%	i	18%	-2%
Cc1ccccc1OCc1nnc(SCC(=O)Nc2ccc3c(c2)oc2ccccc23)n1C	?	16%	1.0%	13%	-4%

Among those listed so far, 3 have bromine.
SMILES	H37Rv inhibition	tuberculosis growth	inhibitors of VEEV	H1N1 NS1A inhibition	Salmonella PhoP GFP	others
Cc1c(C(=O)N2CCCCC2)oc2ccc(Br)cc12	22%	20%	5.8%	-6%	-6%
CCC(=O)N1CCc2cc(Br)cc(S(=O)(=O)CC(=O)OC)c21	-2%	-7%	0.6%	-4%	5%
Cc1cc(C)n(Cc2ccc(C(=O)Nc3ccc(Br)cc3C)o2)n1	2%	31%	0.3%	11%	-3%
